Source: PubChem BioAssay
NF-kB neuron act – activators of NF-kB expression in neurons, primary screen, cell-based, HTS; fold change at 12.5 µM; AID 1239, 2008; actives 1.6% (n = 190,000); human neuronal cells, NF-kB reporter expression; stronger effect = higher value; in the data active = fold change above about 3.3
Efa HMGR inh – inhibitors of E. faecalis class II HMGR, primary screen, biochemical, Enterococcus faecalis | AID 1066, 2008 | purified E. faecalis HMGR, NADPH absorbance 340 nm kinetic | HMG-CoA reductase (Enterococcus faecalis, mvaE) | inhibition, % at 10 µM | actives 0.41% (n = 190,000);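 active = inhibition above a set limit, the median over all tested compounds plus 3 SD, cut at about 9.5% in these data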;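 note: enzyme runs in reverse so mevalonate oxidation gives rising NADPH absorbance; 0% = complete reaction with DMSO and 100% = background rate lacking mevalonate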
FLuc inhib CS – firefly luciferase enzyme inhibitors, primary screen, artefact control for luciferase-based inhibitor screens, biochemical, luminescence, ATPLite; Luciferin 4-monooxygenase (Photinus pyralis), P08659; inhibition, % at 10 µM; actives 1.5% (n = 200,000); 10 min; AID 1006, 2008;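 active = inhibition above about 50% when tested at 10 µM, limit read from the data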
Target sequence (P08659 whole entry, looked up): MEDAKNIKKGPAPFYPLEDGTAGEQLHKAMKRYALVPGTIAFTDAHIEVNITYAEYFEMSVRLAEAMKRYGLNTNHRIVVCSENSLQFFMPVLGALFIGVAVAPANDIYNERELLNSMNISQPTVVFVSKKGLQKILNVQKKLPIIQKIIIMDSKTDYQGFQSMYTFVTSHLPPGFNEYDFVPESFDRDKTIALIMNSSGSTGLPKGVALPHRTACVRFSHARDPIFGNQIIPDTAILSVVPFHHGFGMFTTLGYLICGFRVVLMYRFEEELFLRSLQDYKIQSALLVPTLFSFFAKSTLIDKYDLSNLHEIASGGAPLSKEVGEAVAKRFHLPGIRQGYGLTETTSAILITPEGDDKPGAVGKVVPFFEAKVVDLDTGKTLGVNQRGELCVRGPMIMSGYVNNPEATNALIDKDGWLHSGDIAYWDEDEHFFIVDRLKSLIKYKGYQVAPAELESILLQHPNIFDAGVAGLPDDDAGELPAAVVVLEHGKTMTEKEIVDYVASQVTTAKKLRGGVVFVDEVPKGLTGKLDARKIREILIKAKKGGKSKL
APP 5'UTR act – activators of APP 5'UTR luciferase reporter, primary screen, SH-SY5Y cells; SH-SY5Y APP 5'UTR luciferase reporter, luminescence; zero percent = DMSO vehicle wells; activation, % at 2 µM; actives 1% (n = 190,000);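 active = activation above a set limit, based on mean plus 3 SD of controls, cut at about 140% in these data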; note: values of inactives mirror those of a sister screen read the other way
FLuc act counter – FLuc activators, initial screening, artefact control for FLuc-dependent activation tests, biochemical, ATPlite luminescence; ATPlite luciferase biochemical, 10 min; 0 = ATP-free wells, 1 = DMSO control; activation factor at 10 µM; AID 1027, 2008; 200,000 tested, under 10 active; Luciferin 4-monooxygenase (Photinus pyralis), P08659;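 active = luciferase activation factor, scaled between plate controls, of at least 2 with compound at 10 µM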
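test system = cell-free luciferase reagent | medium = PBS as buffer for the ATP substrate | dosing = test compounds dosed from 2 mM stocks in 100% DMSO | incubation = 10 min at ambient temperature | detection = luminescence measurement of luciferase light output | benchmarks = low control with PBS replacing ATP, high control enzyme plus ATP without compound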
DTT redox prof – compounds producing H2O2 with reducing agent – biochemical, NIH compound library profiling, artefact control for MLSCN library redox annotation, primary screen | DTT-dependent redox cycling H2O2, phenol red/HRP absorbance; 100% = 100 µM peroxide control, 0% = buffer | activation, % at 10 µM | actives 0.03% (n = 200,000) | AID 878, 2007;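 active = activation of at least 50% relative to the plate's high and low controls in the primary single-dose screen; inactive = activation below 50%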;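 note: compound incubated with DTT at 0.8 mM final as the reducing agent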
G6PDH CS – L. mesenteroides G6PDH inhibitors, counter-screen for G6PDH-coupled screening assays, biochemical, Leuconostoc mesenteroides enzyme; Purified L. mesenteroides G6PDH, diaphorase/resazurin coupled fluorescence, 45 min; actives 0.12% (n = 200,000); glucose-6-phosphate dehydrogenase [Leuconostoc mesenteroides]; AID 1020, 2008; inhibition, % at 5 µM; in the data active = inhibition above about 50%
APP 5UTR inh – inhibitors of APP translation via 5'UTR reporter, primary screen, APP 5'UTR luciferase, SH-SY5Y cells | actives 0.82% (n = 190,000) | SH-SY5Y APP 5'UTR-luciferase reporter, luminescence | inhibition, % at 2 µM;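 active = inhibition above a set limit, derived from the sample mean plus 3 SD, cut at about 45% in these data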; note: values of inactives mirror those of a sister screen read the other way
STAT1 activator – STAT1 signaling activators, primary screen, cell-based, HTS, luciferase reporter. NIH 3T3 STAT1-luciferase reporter, IFN-gamma, luminescence; 100% = IFN-gamma alone, no compound. activation (% of control), % at 5.5 µM. actives 2.6% (n = 200,000). AID 932, 2007;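 active = activation above the screen-wide mean activation plus 3 SD, cut at about 130% in these data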;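 note: raw ratio to IFN-gamma control signal so 100% means no change and 0% no light; values of inactives mirror those of a sister screen read the other way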
Hsp70 act – Hsp70 transcriptional activators, primary screen, cell-based, HeLa, Hsp70 promoter luciferase, luminescence, 10 µM; actives 0.04% (n = 200,000); HeLa Hsp70 promoter luciferase reporter; scaled: vehicle 0, proteasome-inhibitor control 100%; activation, % at 10 µM;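 active = activation above the mean across all tested compounds plus 3 SD, cutoff set per campaign, cut at about 5.5% in these data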;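 note: 100% = MG132 at 30 µM as the positive control and 0% = DMSO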
The depositor's hits bear a star.

Cn1c(=O)c2c(nc(SCC(=O)O)n2Cc2cc3c(cc2Cl)OCO3)n(C)c1=O was read as NF-kB neuron act 1.2, Efa HMGR inh 2, FLuc inhib CS -4, APP 5'UTR act 24, FLuc act counter 1, DTT redox prof 0.2, G6PDH CS 10, APP 5UTR inh -24, STAT1 activator 105 and Hsp70 act -0.3.
`CCOC(=O)Cn1nnnc1CN(Cc1ccc(OC)cc1)Cc1cc2cc(C)ccc2[nH]c1=O` gave NF-kB neuron act 0.73, Efa HMGR inh -5, FLuc inhib CS -3, APP 5'UTR act 18, FLuc act counter 1, DTT redox prof 2.8, G6PDH CS 1, APP 5UTR inh -18, STAT1 activator 98 and Hsp70 act -0.2.
`Cc1cccc(C2=N/C(=C\c3cccnc3)C(=O)O2)c1` gave NF-kB neuron act 1.5, Efa HMGR inh -1, FLuc inhib CS 8, APP 5'UTR act 10, FLuc act counter 0.9, DTT redox prof -0.3, G6PDH CS -7, APP 5UTR inh -10, STAT1 activator 106 and Hsp70 act 0.2.
For Cc1ccc(S(=O)(=O)C(C)C(=O)c2ccc3c(c2)OCCO3)cc1 (configuration not stated) the results were NF-kB neuron act 1.3, Efa HMGR inh -3, FLuc inhib CS 3, APP 5'UTR act 9, FLuc act counter 1, DTT redox prof 0.8, G6PDH CS 11, APP 5UTR inh -9, STAT1 activator 106 and Hsp70 act -0.1.
Screening Cc1nnsc1SCCNC(=O)c1ccc(F)cc1 returned NF-kB neuron act 1, Efa HMGR inh -1, FLuc inhib CS -2, APP 5'UTR act 6, FLuc act counter 1, DTT redox prof -0.8, G6PDH CS -6, APP 5UTR inh -6, STAT1 activator 105 and Hsp70 act -0.1.
`CC(=O)c1ccccc1N(C(=O)c1ccco1)C(C(=O)NC1CCCC1)c1ccc(N2CCOCC2)cc1` (configuration not stated) gave NF-kB neuron act 1, Efa HMGR inh -4, FLuc inhib CS 0, APP 5'UTR act 12, FLuc act counter 1, DTT redox prof -0.3, G6PDH CS 13, APP 5UTR inh -12, STAT1 activator 95 and Hsp70 act 0.5.
Screening O=c1[nH]c(NC2CCCCC2)c([N+](=O)[O-])c(=O)[nH]1 returned NF-kB neuron act 1.2, Efa HMGR inh 1, FLuc inhib CS -8, APP 5'UTR act 23, FLuc act counter 1.1, DTT redox prof 0.1, G6PDH CS -2, APP 5UTR inh -23, STAT1 activator 103 and Hsp70 act 0.1.
`COc1ccc(S(=O)(=O)Nc2ccccc2C(=O)NCc2ccco2)cc1Br` gave NF-kB neuron act 1, Efa HMGR inh -2, FLuc inhib CS -4, APP 5'UTR act 5, FLuc act counter 1, DTT redox prof 2.3, G6PDH CS 10, APP 5UTR inh -5, STAT1 activator 101 and Hsp70 act 0.0.
Screening CCOc1ccc(-c2nc(C#N)c(NCc3ccco3)o2)cc1 returned NF-kB neuron act 1.2, Efa HMGR inh -10, FLuc inhib CS 1, APP 5'UTR act 13, FLuc act counter 1, DTT redox prof -1.2, G6PDH CS 0, APP 5UTR inh -13, STAT1 activator 94 and Hsp70 act -0.3.
For CCOC(=O)c1ccc(NC(=O)CC2C(=O)OCCN2CC)cc1 (configuration not stated) the results were NF-kB neuron act 0.92, Efa HMGR inh -2, FLuc inhib CS -1, APP 5'UTR act 16, FLuc act counter 1, DTT redox prof -0.3, G6PDH CS 3, APP 5UTR inh -16, STAT1 activator 104 and Hsp70 act -0.2.
`Cc1cccc(C(=O)NC(=O)Nc2c(C)cc(C)nc2C)c1` gave NF-kB neuron act 1.3, Efa HMGR inh -2, FLuc inhib CS 11, APP 5'UTR act 13, FLuc act counter 0.9, DTT redox prof -2.6, G6PDH CS 3, APP 5UTR inh -13, STAT1 activator 108 and Hsp70 act -0.1.
`CSc1nc2ccccc2c(=O)n1Cc1ccc(F)cc1` gave NF-kB neuron act 1.2, Efa HMGR inh -6, FLuc inhib CS -3, APP 5'UTR act 15, FLuc act counter 1, DTT redox prof 0.2, G6PDH CS 15, APP 5UTR inh -15, STAT1 activator 98 and Hsp70 act -0.3.
`Cc1cccc(C)c1NC(=S)N1CCC(c2ccccc2)C1` (configuration not stated) gave NF-kB neuron act 1, Efa HMGR inh 1, FLuc inhib CS 1, APP 5'UTR act 3, FLuc act counter 1, DTT redox prof -1.0, G6PDH CS -1, APP 5UTR inh -3, STAT1 activator 98 and Hsp70 act 0.0.
For O=C(Nc1nc(-c2cccs2)cs1)c1cccc(S(=O)(=O)N2CCCCC2)c1 the results were NF-kB neuron act 0.67, Efa HMGR inh 0, FLuc inhib CS -9, APP 5'UTR act 6, FLuc act counter 1.1, DTT redox prof 2.2, G6PDH CS -58, APP 5UTR inh -6, STAT1 activator 101 and Hsp70 act -0.6.
Screening C#CCOCCOCCOCCNc1nc(N2CCN(C(=O)[C@H]([C@@H](C)CC)n3cc(CCCCN)nn3)CC2)nc(N2CCN(C(=O)[C@H](C)n3cc(CCC(=O)O)nn3)CC2)n1 returned NF-kB neuron act 1.4, Efa HMGR inh -9, FLuc inhib CS -2, APP 5'UTR act 0, FLuc act counter 1, DTT redox prof -0.6, G6PDH CS 6, APP 5UTR inh 0, STAT1 activator 100 and Hsp70 act -0.2.
For Cc1ccc(N2C(=O)NC(NC(=O)C(C)(C)C)(C(F)(F)F)C2=O)cc1 (configuration not stated) the results were NF-kB neuron act 0.96, Efa HMGR inh -4, FLuc inhib CS -3, APP 5'UTR act -4, FLuc act counter 1, DTT redox prof -0.2, G6PDH CS -11, APP 5UTR inh 4, STAT1 activator 105 and Hsp70 act -0.4.
`CCOC(=O)N1CCN(C(=O)c2cc3c(s2)-c2ccccc2OC3)CC1` gave NF-kB neuron act 0.94, Efa HMGR inh 1, FLuc inhib CS -2, APP 5'UTR act 16, FLuc act counter 1, DTT redox prof -0.6, G6PDH CS -11, APP 5UTR inh -16, STAT1 activator 95 and Hsp70 act 0.2.
For Cc1cc2cc(CNC(=S)Nc3ccc(OC(F)(F)F)cc3)ccc2[nH]1 the results were NF-kB neuron act 1.1, Efa HMGR inh -4, FLuc inhib CS -8, APP 5'UTR act -9, FLuc act counter 1.1, DTT redox prof 1.1, G6PDH CS 9, APP 5UTR inh 9, STAT1 activator 103 and Hsp70 act -0.2.
CCCCC1NC(C(=O)O)CS1 (configuration not stated) was read as NF-kB neuron act 1.2, Efa HMGR inh -6, FLuc inhib CS -3, APP 5'UTR act 3, FLuc act counter 1, DTT redox prof -0.3, G6PDH CS 11, APP 5UTR inh -3, STAT1 activator 92 and Hsp70 act 0.6.
Screening CN(NS(=O)(=O)c1ccc(Cl)cc1)c1ncc(C(F)(F)F)cc1Cl returned NF-kB neuron act 1.1, Efa HMGR inh -1, FLuc inhib CS 3, APP 5'UTR act 15, FLuc act counter 1, DTT redox prof -1.6, G6PDH CS 13, APP 5UTR inh -15, STAT1 activator 93 and Hsp70 act 0.0.

The final two compounds of the section before open the next one:
CCCCC1NC(C(=O)O)CS1 (configuration not stated) was read as NF-kB neuron act 1.2, Efa HMGR inh -6, FLuc inhib CS -3, APP 5'UTR act 3, FLuc act counter 1, DTT redox prof -0.3, G6PDH CS 11, APP 5UTR inh -3, STAT1 activator 92 and Hsp70 act 0.6.
Screening CN(NS(=O)(=O)c1ccc(Cl)cc1)c1ncc(C(F)(F)F)cc1Cl returned NF-kB neuron act 1.1, Efa HMGR inh -1, FLuc inhib CS 3, APP 5'UTR act 15, FLuc act counter 1, DTT redox prof -1.6, G6PDH CS 13, APP 5UTR inh -15, STAT1 activator 93 and Hsp70 act 0.0.
For O=C1CC(=O)N(c2cccc(F)c2)N1 the results were NF-kB neuron act 1.1, Efa HMGR inh -4, FLuc inhib CS -4, APP 5'UTR act -26, FLuc act counter 1, DTT redox prof 0.1, G6PDH CS -1, APP 5UTR inh 26, STAT1 activator 100 and Hsp70 act -0.1.
Cc1ccc(S(=O)(=O)NC(CC(=O)O)c2ccco2)cc1 (configuration not stated) was read as NF-kB neuron act 1.2, Efa HMGR inh -2, FLuc inhib CS -2, APP 5'UTR act -4, FLuc act counter 1, DTT redox prof 2.2, G6PDH CS 0, APP 5UTR inh 4, STAT1 activator 103 and Hsp70 act 0.9.
`COc1ccc(CC(=O)Nc2ccc(S(=O)(=O)Nc3ncccn3)cc2)cc1` gave NF-kB neuron act 0.92, Efa HMGR inh -1, FLuc inhib CS -4, APP 5'UTR act -16, FLuc act counter 1, DTT redox prof -1.2, G6PDH CS 4, APP 5UTR inh 16, STAT1 activator 97 and Hsp70 act -0.3.
`O=C(NC1CC2CCC1C2)c1ccc(CN2CCOCC2)cc1` (configuration not stated) gave NF-kB neuron act 1.2, Efa HMGR inh -3, FLuc inhib CS -3, APP 5'UTR act 4, FLuc act counter 1, DTT redox prof -0.2, G6PDH CS 6, APP 5UTR inh -4, STAT1 activator 113 and Hsp70 act -0.3.
For CN1CCN(C(=O)c2cc(COc3c(F)cccc3F)on2)CC1c1ccccc1 (configuration not stated) the results were NF-kB neuron act 1.1, Efa HMGR inh -1, FLuc inhib CS 0, APP 5'UTR act -5, FLuc act counter 1, DTT redox prof -0.8, G6PDH CS 9, APP 5UTR inh 5, STAT1 activator 104 and Hsp70 act 0.1.
Screening O=C(O)Cc1csc2ccccc12 returned NF-kB neuron act 1, Efa HMGR inh 0, FLuc inhib CS -3, APP 5'UTR act 12, FLuc act counter 1, DTT redox prof -1.9, G6PDH CS 2, APP 5UTR inh -12, STAT1 activator 103 and Hsp70 act -0.1.
For CC(NCC(O)COCc1ccc(Cl)cc1)c1ccccc1 (configuration not stated) the results were NF-kB neuron act 0.86, Efa HMGR inh 2, FLuc inhib CS -6, APP 5'UTR act 4, FLuc act counter 1.1, DTT redox prof -1.1, G6PDH CS 5, APP 5UTR inh -4, STAT1 activator 106 and Hsp70 act -0.1.
For COC(=O)C1=C(C(=O)c2ccccc2)C(c2ccc(O)c(OC)c2)n2nnnc2N1 (configuration not stated) the results were NF-kB neuron act 0.98, Efa HMGR inh 2, FLuc inhib CS -6, APP 5'UTR act 5, FLuc act counter 1.1, DTT redox prof -0.1, G6PDH CS 6, APP 5UTR inh -5, STAT1 activator 92 and Hsp70 act 0.2.
Screening C=CCNC(=S)NNC(=O)c1ccc(=O)n(Cc2ccc(Cl)cc2Cl)c1 returned NF-kB neuron act 0.97, Efa HMGR inh -1, FLuc inhib CS -4, APP 5'UTR act 4, FLuc act counter 1, DTT redox prof -0.6, G6PDH CS 2, APP 5UTR inh -4, STAT1 activator 94 and Hsp70 act 0.0.
O=S(=O)(c1ccc(C2=CSC3=NCCN23)cc1)N1CCOCC1 was read as NF-kB neuron act 1.1, Efa HMGR inh 5, FLuc inhib CS -2, APP 5'UTR act 13, FLuc act counter 1, DTT redox prof -0.5, G6PDH CS 4, APP 5UTR inh -13, STAT1 activator 95 and Hsp70 act -0.1.
